High-throughput results (PubChem)
Integrin act MD: integrin-mediated muscular dystrophy alleviation activation; 350,000 tested, 0.064% active; AID 624291; Potency, µM (highest dose often 38.3 µM), without a hit: at the top dose activation, usual class: activators; alpha7betagal myoblasts, beta-gal FDG fluorescence, 48 h;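 also: potency is read from the fitted curve at half-maximal effect; 100% = response of the positive control SU9516; nearly all actives have a fitted effect of over 60% in size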
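Alpha7betagal+/- myoblasts (passage 13) were plated 16-24 hr, then exposed to compounds (1:260 dilution of DMSO stock) for 48 hours at 37C. After MPER lysis, β-galactosidase reporter activity was read as FDG fluorescence (ex 480/em 540) after 30 minutes.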
AT treatment: candidate therapy for ataxia-telangiectasia; Potency, µM (top dose mostly 57.5 µM), inactives show at the top dose activation, hits mostly activators; 320,000 tested, 0.19% active; […] A-T fibroblasts, KAP-1 phosphorylation AlphaLISA; neocarzinostatin DNA damage 30 min before lysis; also: potency is read from the fitted curve at half-maximal effect; % of control where 0% means no effect; nearly all actives have a fitted effect of over 45% in size
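hTERT-immortalized A-T patient fibroblasts ([…]), 500 cells/well in OPTI-MEM, 1% FBS, got compounds for 60 min, then NCS for 30 min at 37C. Lysates were then assayed for phospho-KAP-1 by AlphaLISA (anti-pKAP1 donor, anti-KAP1 acceptor beads), 6 hr at 25C.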
TSHR antagonist: blocks TSH signaling through the human TSH receptor; P16473; TSHR-expressing cells, TSH-stimulated cAMP HTRF, 2 h; active compounds read low; activity change, negative = inhibition, % at 11.5 µM; 330,000 tested, 0.2% active; AID 504810;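 active = activity change below a set negative limit, meaning inhibition stronger than a set level, cut at about -70% in these data; inconclusive = activity change between two set negative limits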; also: % is scaled to controls: 0 for no effect and ±100 for the full control effect
Target sequence (P16473 whole entry, looked up): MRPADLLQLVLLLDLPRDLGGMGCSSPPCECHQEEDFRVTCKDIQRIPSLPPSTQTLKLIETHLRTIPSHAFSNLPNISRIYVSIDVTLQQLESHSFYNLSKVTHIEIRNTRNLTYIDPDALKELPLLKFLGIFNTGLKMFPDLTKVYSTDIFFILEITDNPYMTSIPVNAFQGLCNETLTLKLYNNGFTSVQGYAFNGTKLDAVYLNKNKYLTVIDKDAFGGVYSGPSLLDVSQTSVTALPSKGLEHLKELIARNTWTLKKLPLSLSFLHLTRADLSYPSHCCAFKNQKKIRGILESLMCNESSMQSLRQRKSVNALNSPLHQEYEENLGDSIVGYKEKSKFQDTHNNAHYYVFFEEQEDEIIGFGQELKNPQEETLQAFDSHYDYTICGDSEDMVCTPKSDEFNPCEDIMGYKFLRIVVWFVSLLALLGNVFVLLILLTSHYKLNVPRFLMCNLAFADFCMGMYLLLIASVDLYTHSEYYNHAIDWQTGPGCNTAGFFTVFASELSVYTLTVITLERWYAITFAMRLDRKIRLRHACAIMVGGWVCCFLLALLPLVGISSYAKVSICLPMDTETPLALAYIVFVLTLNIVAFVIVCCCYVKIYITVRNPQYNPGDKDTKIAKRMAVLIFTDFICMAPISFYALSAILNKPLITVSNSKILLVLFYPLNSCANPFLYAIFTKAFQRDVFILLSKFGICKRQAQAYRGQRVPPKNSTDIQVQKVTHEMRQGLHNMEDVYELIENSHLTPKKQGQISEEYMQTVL
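Antagonism was scored as loss of TSH-driven cAMP in TSHR cells, stimulated with 4nM TSH (EC80) for 2 hours at 37 deg C and detected by homogeneous HTRF competition immunoassay.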
TCR activator: activates T cell receptor signaling; primary human leukocytes, anti-CD3, IL-2 HTRF, 48 h; Potency, µM (highest dose often 9.22 µM), for inactives: at the top dose activation of IL-2 secretion, most hits filed as activators; 330,000 tested, under 10 active; AID 504894; also: % of control where 0% means no effect
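Readout: HTRF IL-2, Eu-cryptate/d2 antibody pair, 320nm excitation, 665nm emission. Stimulus: a-CD3 beads, no co-stimulation. Cells: primary human leukocytes. Exposure: 48 hr with compound.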
Tb PFK inh: blocks T. brucei phosphofructokinase | O15648 | T. brucei PFK, ADP-Glo luminescence | Potency, µM (top dose mostly 57.5 µM), inactives show at the highest dose activity, negative = inhibition, usual class: inhibitors | 330,000 tested, 0.17% active | AID 485367;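 also: potency is read from the fitted curve at half-maximal effect; 0% = uninhibited 1x PFK enzyme wells and -100% = no-enzyme wells; nearly all actives have a fitted effect of over 60% in size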
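PFK 1.25 nM, F6P 0.5 mM, ATP 0.1 mM, 0.1 M TEA pH 8.0, 5 mM MgCl2, 0.01% Tween20, 0.1% BSA; 45 min RT. ADP-Glo readout. qHTS titration up to 57 uM; curves fitted, compounds curve-classed.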
PTAP TSG101 blk: blocks PTAP/TSG101 interaction to inhibit HIV-1 budding | 340,000 tested, under 10 active | Potency, µM (titrated, usually from 115 µM), for the others: at the highest dose activity change, negative = inhibition, most hits filed as inhibitors | Fluorescence polarization, FITC-PTAP peptide / Tsg101 binding; active = well fitted inhibition curve with a large enough effect in the main read-out, with a control signal flat, not every such curve was filed as active; inconclusive = small, poorly fitted or top-dose-only effect, or effect the other way, or a change in a side signal; inactive = no such curve, though single readings can be large or run the other way; also: potency is read from the fitted curve at half-maximal effect; % of control where 0% means no effect
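Tsg101 binding domain (10 uM final) was mixed with compound and a FITC-labeled PTAP peptide (50 nM final) in HEPES pH 7.5 buffer with NaCl, Tween 20, EDTA and TCEP; fluorescence polarization was read after 20 min at r.t.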
ELG1 repair inh: blocks ELG1-dependent DNA repair in HEK293T cells; HEK293T ELG1-luciferase reporter, luminescence, 16 h; DNA damage induced by 5-fluorouridine; Potency, µM (series often up to 46.1 µM), for inactives: at the top dose activity change, negative = inhibition, hits mostly inhibitors; 330,000 tested, 2.3% active; also: potency is read from the fitted curve at half-maximal effect; % is scaled to controls: 0 for no effect and ±100 for the full control effect; nearly all actives have a fitted effect of over 55% in size
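Luminescence from the luciferase reporter, measured 30 min after ONE-Glo reagent at room temperature, was the read-out. Beforehand, 2,000 cells per well were exposed for 16 hr at 37 °C to 5-fluorouridine together with compound or vehicle.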
Eya2 inh: inhibitors of human Eya2 phosphatase activity; O00167; recombinant Eya2, OMFP fluorescence dephosphorylation (OMFP is methylfluorescein phosphate); Potency, µM (highest dose often 76.9 µM), inactives show top-dose activity, negative = inhibition, most hits filed as inhibitors; 330,000 tested, 0.006% active; also: potency is read from the fitted curve at half-maximal effect; % is scaled to controls: 0 for no effect and ±100 for the full control effect
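Eya2 (0.2 uM) preincubated 10 min at ambient with compound, then OMFP substrate added at 50 uM; 10 min reaction in 50 mM HEPES pH 7.5, 50 mM NaCl, 5 uM MgCl2, 0.05% BSA, 1 mM DTT. Fluorescence read at Ex 485/Em 525 nm.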
Mito fusion yeast: blocks mitochondrial division or promotes mitochondrial fusion; 320,000 tested, 0.23% active; AID 485298; Potency, µM (titrated, usually from 46.1 µM), without a hit: at the highest dose growth rescue (activation), usual class: activators; S. cerevisiae fusion-defective mutant growth rescue, CellTiterGlo 48 h;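 also: potency is read from the fitted curve at half-maximal effect; % of control where 0% means no effect; nearly all actives have a fitted effect of over 45% in size; temperature-sensitive fusion mutants such as fzo1-1 at 37 °C on non-fermentable ethanol glycerol medium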
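Growth-rescue viability read-out: after 48 h at the non-permissive 37C in glycerol/ethanol YPEG, yeast mitochondrial fusion mutants are measured by CellTiterGlo luminescence; compounds (23 nl pinned per well) restoring growth score as division inhibitors or fusion activators.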
S-ASM inh: blocks human secretory acid sphingomyelinase | placental ASM, HMU-PC fluorogenic substrate, 60 min | 340,000 tested, 0.006% active | Potency, µM (top dose mostly 57.5 µM), without a hit: top-dose activity change, negative = inhibition, usual class: inhibitors; also: potency is read from the fitted curve at half-maximal effect
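qHTS format. ASM enzyme prepared from human placenta hydrolyses the fluorogenic substrate HMU-PC0 (9 uM final) over 60 min at 37 °C after a 10 min compound preincubation.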
BCR signal inh: inhibitors of chronic active B-cell receptor signaling; ABC-DLBCL IkBa-CBG/CBR reporter, luminescence ratio, 4 h; Potency, µM (highest dose often 46.1 µM), for the others: at the top dose ratio change, negative = lower green/red ratio, hits mostly inhibitors; 340,000 tested, 0.05% active; AID 493014; active = well fitted inhibition curve with a large enough effect in the signal ratio, with a control signal flat, not every such curve was filed as active; inconclusive = small, poorly fitted or top-dose-only effect, or effect the other way, or a change in a side signal; the % refers to the signal ratio;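 also: potency is read from the fitted curve at half-maximal effect; plate controls were basal doxycycline-induced cells for no effect and cells given 10 µM MG132 for full effect; MG132 reads +100%, hits lower the ratio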
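TMD8 human ABC-DLBCL cells with doxycycline-inducible IκBα–green luciferase fusion and unfused red luciferase, in 0.5% FBS medium; compounds up to 46 uM, 4 h at 37C. Green/red luminescence ratio, filter-overlap corrected, fitted to concentration-response curves.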
Numbers without * were called inactive; i = inactive; ? = inconclusive; · = not tested or not shown; [ ] = remark or other dose. Unless noted, calls follow the shape of the dose curve; as a rule, active = well fitted curve in the direction sought with a large enough effect; inconclusive = small, poorly fitted or top-dose-only effect, or another doubt; inactive = no such curve, though single readings can be large; an effect the other way counts as inactive or inconclusive.

SMILES | Integrin act MD | AT treatment | TSHR antagonist | TCR activator | Tb PFK inh | PTAP TSG101 blk | ELG1 repair inh | Eya2 inh | Mito fusion yeast | S-ASM inh | BCR signal inh
C=CCCCCCCCCC(=O)NNC1=CC(=O)CC(C)(C)C1 | -30% | 4% | -37 | 2% | 1% | -6% | 9% | -11% | -2% | -6% | 4%
CC(C)CC(=O)Nc1nnc(S(=O)(=O)N(C)c2ccc(Cl)cc2)s1 | 4% | 2% | -5 | 2% | -10% | -4% | -15% | 0% | 5% | 0% | 13%
O=C(c1coc(=O)c(Br)c1)N1CCCc2ccccc21 | -17% | -8% | 5 | 1% | ? | -3% | ? | 0% | -4% | i | 2%
NC(=O)Cn1c(=O)n(Cc2ccccc2)c(=O)c2cccnc21 | -47%[inhibitor] | 4% | -5 | 2% | 0% | 0% | 0% | 2% | 0% | 29% | 0%
CCC(Cc1ccccc1)NC(=O)C1=C(C)C(=O)OC12CCC(C)CC2 (centres undefined) | -35% | -1% | -7 | -2% | -1% | -4% | -9% | 3% | -3% | -3% | 1%
O=C(NCC1CCCO1)c1cc2c(s1)CCC2 (centres undefined) | 3% | 0% | 0 | 5% | 2% | -4% | ? | 3% | -2% | -1% | 0%
COc1ccc(/C=N/NC(=O)c2ccc(COCC(F)(F)C(F)F)cc2)cc1 | -6% | 11% | 3 | 1%[46.1 µM] | -19% | -1% | -1% | -4% | -1% | -3% | 4%
CCCCNC(=S)NC(=O)c1ccc([N+](=O)[O-])cc1 | 13% | -3% | -4 | -2% | -2% | -5% | 22% | -16% | -10% | -5% | ?
O=C(O)c1ccc2c(c1)C(=O)N([C@H](Cc1ccc([N+](=O)[O-])cc1)C(=O)O)C2=O | · | -2% | 2 | · | 9% | · | · | 1% | -5% | · | 2%
CC(Sc1ncn[nH]1)C(=O)c1c(N)n(C)c(=O)n(C)c1=O (centres undefined) | 23% | -11% | -6 | -3% | -7% | -3% | 11% | 3% | -2% | 3% | 9%
CN(C)c1ccc(C(C(=O)NC2CCCCC2)N(Cc2ccco2)C(=O)c2snc(C(N)=O)c2N)cc1 (centres undefined) | -59%[inhibitor] | 0% | -2 | 2% | 2% | -4% | ? | -7% | ? | 16% | -1%
C[C@@H](NC(=O)[C@@H]1Cc2ccccc2CN1C(=O)OC(C)(C)C)C(=O)NC1CCCCC1 | -14% | 24% | -41 | 10% | 3% | -4% | 0% | -7% | 0% | -2% | ?
Cc1c(C(=O)NC(C(C)C)C(C)C)cccc1[N+](=O)[O-] | 11% | 7% | -1 | -3%[46.1 µM] | -1% | -1% | 12% | 5% | 0% | 7% | 1%
CC(=O)Nc1cc(C(C)(C)C)c(O)c(C(C)(C)C)c1 | 10%[7.66 µM] | -3% | 23 | -5% | 3% | -7% | -3% | 2% | 2% | -1% | 2%
Cc1cc(Cl)ccc1OCC(=O)NCC(c1cccs1)N1CCOCC1 (centres undefined) | 25% | 2% | -10 | -2% | 0% | -3% | -20% | 7% | -6% | · | 26%
CC(NC(=O)Nc1ccc([N+](=O)[O-])cc1)C(c1ccccc1)N1CCOCC1 (centres undefined) | 0% | 19% | -28 | 3% | -4% | -5% | -14% | -8% | 6% | -3% | ?
CCCNC(=O)NS(=O)(=O)c1cnccc1Sc1ccc(Cl)cc1 | 1% | 4% | -5 | -4% | -1% | 4% | -6% | 16% | 1% | 8% | ?
O=C(NNC(=S)NC(=O)c1ccccc1Cl)c1cccc([N+](=O)[O-])c1 | 13% | 0% | -9 | -3% | 2% | -12% | -19% | -3% | 8% | 5% | 0%
O=C(COc1ccc(Cl)cc1)NCc1nnc(SCC(=O)Nc2ccccc2)o1 | -16% | 21% | 19 | 1% | 3% | -6% | 0% | 7% | -1% | -2% | -20%
CCOC(=O)c1oc2ccccc2c1CN1CCN(c2ccccc2)CC1 | 5% | 3% | 0 | -7% | -12% | -1% | -19% | -3% | 4% | -5% | 4%
CN1CCCC(OC(=O)c2cccc(Br)c2)C1 (centres undefined) | 20% | -4% | 4 | · | 4% | 1% | 0% | -17% | 0% | -1% | -22%
CC(O)c1n(C)c(Cl)c[n+]1C (centres undefined) | 0% | 2% | -3 | -5% | 3% | -3% | 8% | 10% | -2% | 4% | -4%
CCCCn1c(N)c(Br)c(=O)[nH]c1=O | 10% | ? | 20 | -5% | 2% | -2% | 5% | -1% | -1% | -1% | 0%
Cc1cccc(NCc2nc(SCC(N)=O)n[nH]2)c1 | 12%[7.66 µM] | -14% | 7 | 5% | -2% | -2% | 10% | 6%[15.4 µM] | 2% | 0% | 7%
COc1ccc2ccc(C(C)(C(C)=O)C(=O)OC(C)C)cc2c1 (centres undefined) | -1% | 1% | -18 | 0% | -2% | 0% | 10% | -18% | 5% | -11% | 2%

Remaining list, next part:
SMILES | Integrin act MD | AT treatment | TSHR antagonist | TCR activator | Tb PFK inh | PTAP TSG101 blk | ELG1 repair inh | Eya2 inh | Mito fusion yeast | S-ASM inh | BCR signal inh
O=C(c1cnc(N2CCN(c3ncccn3)CC2)c2ccccc12)N1CCN(c2ccccn2)CC1 | -9% | 2% | -10 | 3% | -1% | -4% | ? | -13% | 8% | 2% | ?
O=C(CN1CCN(S(=O)(=O)N2CCCCC2)CC1)Nc1cc(Cl)cc(Cl)c1 | -7% | -1% | -5 | -4% | -13% | -3% | ? | -16% | 25% | -7% | 1%
O=C(OCC(=O)N1CCOCC1)c1ccc(Br)cc1 | 9% | -3% | 9 | -1% | 4% | -7% | ? | 10% | -2% | 2% | -19%
Cc1ccc(S(=O)(=O)N(CC(=O)NCCSc2ccccn2)c2ccc(C)c(C)c2)cc1 | 36% | -2% | -5 | -1% | 0% | -5% | ? | -8% | ? | -2% | 0%
O=C(Nc1ccccc1F)c1oc2ccccc2c1NC(=O)C1CC1 | -5% | -10% | 3 | -8% | -7% | -4% | ? | 7% | 2% | 0% | ?
CC(C)(C)NC(=O)CN(C(=O)CCC(=O)Nc1nccs1)c1ccc(F)cc1 | -21% | -2% | -12 | 5% | 2% | 0% | -7% | 4% | -2% | 3% | 4%
Cc1nc2ccc(S(=O)(=O)N(C)CC(=O)Nc3ccccc3F)cc2s1 | 0% | 0% | -3 | -9% | 4% | -4% | -15% | 4% | -3% | 9% | -17%
O=C(NNS(=O)(=O)c1ccc2ccccc2c1)c1cccs1 | 14% | 2% | 5 | -5%[46.1 µM] | 14% | -2% | 10% | 1% | 0% | -2% | 0%
CN(C)CCOC(=O)NCC12CC3CC(CC(C3)C1)C2 | -31% | 30% | 15 | 13% | 0% | -5% | 0% | 9% | -5% | 2% | 7%
Cc1ccc(C(=O)N/N=C\c2cccs2)cn1 | 24% | -3% | -4 | 2% | 1% | 0% | ? | 9% | 1%[9.22 µM] | 2% | ?
O=C(COc1ccccc1)NC1CCSc2ccccc21 (centres undefined) | -9% | 6% | 0 | -3% | -13% | -1% | 8% | 31% | 6% | 0% | 5%
Cc1c(NC(=O)OCCNC(=O)COc2ccc(Cl)cc2Cl)sc(=S)n1C | ? | · | -13 | 2%[46.1 µM] | 0% | -4% | ? | -5% | -8% | 3% | ?
Cc1cc(COc2ccccc2OCCN2CCN(C)CC2)no1 | 3% | -1% | -2 | -4% | 1% | 0% | 2% | -4% | -8% | 4% | 5%
CC1(C)N([O-])C(c2cccs2)=C[N+]1=O | 13% | 0% | 23 | 4% | -2% | -3% | 5% | 10% | 1% | 0% | 4%
O=C(CN1C(=O)COc2ccccc21)NCCN1CCOCC1 | -16% | 2% | -3 | -2% | 1% | -6% | 4% | 1% | -10% | 3% | -2%
COc1ccc(NC(=O)c2ccc(-c3ccccc3C(F)(F)F)o2)cc1 | -12% | 20% | -11 | 3% | 0% | 1% | ? | 1% | ? | -6% | -16%

The order is random; overall some 3.2% were active at least once.
